TDP1 block: blocks human tyrosyl-DNA phosphodiesterase 1; Q9NUW8; recombinant TDP1, AlphaScreen DNA substrate cleavage; Potency, µM (series often up to 130 µM), inactives show at the highest dose activity change, negative = inhibition, most hits filed as inhibitors; hit rate 0.28% among 350,000; AID 485290; further: nearly all actives have a fitted effect of over 40% in size
Target sequence (Q9NUW8 whole entry, looked up): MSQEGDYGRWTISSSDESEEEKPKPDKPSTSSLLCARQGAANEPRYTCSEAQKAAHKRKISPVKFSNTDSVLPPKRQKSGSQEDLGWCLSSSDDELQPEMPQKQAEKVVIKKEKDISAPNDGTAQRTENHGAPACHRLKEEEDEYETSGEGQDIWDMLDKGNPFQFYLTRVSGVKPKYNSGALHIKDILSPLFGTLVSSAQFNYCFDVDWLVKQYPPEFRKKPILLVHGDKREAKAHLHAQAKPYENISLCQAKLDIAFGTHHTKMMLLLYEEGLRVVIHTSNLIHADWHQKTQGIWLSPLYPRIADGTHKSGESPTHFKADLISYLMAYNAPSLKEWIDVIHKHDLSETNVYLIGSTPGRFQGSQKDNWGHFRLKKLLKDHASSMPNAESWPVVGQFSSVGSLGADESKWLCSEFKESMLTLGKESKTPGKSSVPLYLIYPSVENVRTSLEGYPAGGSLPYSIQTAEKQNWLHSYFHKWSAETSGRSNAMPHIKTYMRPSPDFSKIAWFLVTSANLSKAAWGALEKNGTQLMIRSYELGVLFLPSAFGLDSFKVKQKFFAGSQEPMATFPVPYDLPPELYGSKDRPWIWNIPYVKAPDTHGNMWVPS
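Here, a 5' biotin and 3' phosphotyrosine-FITC DNA oligonucleotide reports Tdp1 activity: intact substrate bridges AlphaScreen beads, while cleavage leaves a 3' phosphate and drops signal. All incubations at room temperature.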
DT40 TDP1 no CPT: qHTS for Inhibitors of human tyrosyl-DNA phosphodiesterase 1 (TDP1): qHTS in cells in absence of CPT; DT40 Tdp1-/- hTDP1 cells, no CPT, ATP luminescence, 48 h; Potency, µM (series often up to 46.2 µM), without a hit: at the highest dose activity change, negative = growth inhibition, usual class: inhibitors; hit rate 15% among 420,000; further: nearly all actives have a fitted effect of over 55% in size
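A cellular qHTS used chicken DT40 cells lacking endogenous Tdp1 but carrying stably transfected human TDP1. Compounds were applied without camptothecin, and cell growth kinetics were judged by ATP-dependent luminescence after ≥48 hr.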
GCN5L2 inh: GCN5L2 (KAT2A) acetyltransferase inhibition. Q92830. GCN5L2 HAT assay, ThioGlo1 CoA-SH fluorescence. Potency, µM (titrated, usually from 58.9 µM), for the others: at the top dose activity change, negative = inhibition, actives largely listed as inhibitors. hit rate 0.21% among 390,000. AID 504327
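GCN5L2 (20 nM) in 50mM HEPES pH 7.5, 0.1mM EDTA, 0.01% Tween-20 preincubated 15 min with compounds at room temperature. Reaction started with H3(1-25) 75uM, acetyl-CoA 70uM, ThioGlo1 50uM; CoA-thiol fluorescence (Ex340/Em540) read at 0 and 20 min.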
The depositor's hits bear a star; & = joins results of further samples; [ ] = remark or other dose. The call rests on the fitted dose curve; in most records, active means well fitted curve in the direction sought with a large enough effect; inconclusive means small, poorly fitted or top-dose-only effect, or another doubt; inactive means no such curve, though single readings can be large; an effect the other way counts as inactive or inconclusive. On the % scale 0 is the no-effect control and ±100 the full control effect; potency means the concentration at half of the fitted maximal effect. The list is partial. The share of hits here may be higher or lower than overall.

`COc1ccc(-c2ccnc3[nH]n(-c4ccccc4)c(=O)c23)cc1` gave TDP1 block 4%&5%, DT40 TDP1 no CPT 4% and GCN5L2 inh -18%&-6%.
COC(=O)c1ccc(C(=O)Nc2ccc3nc(-c4ccncc4)[nH]c3c2)cc1 was read as DT40 TDP1 no CPT -12% and GCN5L2 inh -6%.
C/C(=N/O)c1ccc(N2C(=O)C3C4C=CC(C3C2=O)C2C3C(=O)N(c5ccc(/C(C)=N/O)cc5)C(=O)C3C42)cc1 (stereo unspecified) was read as TDP1 block 4% and GCN5L2 inh -15%.
Screening CC(=O)Nc1ccc2c(c1)N(C(C)=O)c1ccccc1CC2 returned TDP1 block -3%, DT40 TDP1 no CPT -1% and GCN5L2 inh -17%.
CCN(CC)C(=O)c1ccc(COc2ccccc2Cl)o1 was read as DT40 TDP1 no CPT 16µM* and GCN5L2 inh -6%.
Screening Cc1c(CN2CCC(n3nccc3NC(=O)CCc3ccccc3)CC2)cnn1C returned TDP1 block 0%, DT40 TDP1 no CPT 22% and GCN5L2 inh 25%.
Screening CN1N=C(C(=O)Nc2ccc3c(c2)CCC3)CCC1=O returned TDP1 block -2%, DT40 TDP1 no CPT -18% and GCN5L2 inh -2%.
Screening O=C(NCCCN1CCOCC1)c1cccc(S(=O)(=O)Nc2cc(Cl)ccc2Cl)c1 returned TDP1 block 0%, DT40 TDP1 no CPT 1% and GCN5L2 inh -6%.
CC(C)n1nnnc1SCC(=O)Nc1ccccc1F was read as TDP1 block 4%, DT40 TDP1 no CPT -7% and GCN5L2 inh -4%.
Screening COc1ccc(NC(=O)C2CCCN2S(=O)(=O)c2ccc3nc(-c4ccccc4)[nH]c3c2)cc1 (stereo unspecified) returned TDP1 block 0% and GCN5L2 inh -3%.
CCOc1ccc(OCC)c(S(=O)(=O)NCc2ccc3c(c2)OCO3)c1 was read as TDP1 block 1%, DT40 TDP1 no CPT -18% and GCN5L2 inh -1%.
`CCc1cccc(NC(=O)Nc2csc3c2CCCC3)c1` gave TDP1 block 1%, DT40 TDP1 no CPT 23µM* and GCN5L2 inh -5%.
`CCc1ccc2occ(CC(=O)Nc3c(C(=O)c4ccc(C)cc4)oc4ccccc34)c2c1` gave TDP1 block 0%, DT40 TDP1 no CPT -29% and GCN5L2 inh -6%.
For N#CCSc1nccc(/C=C/c2ccccc2)n1 the results were TDP1 block 0%, DT40 TDP1 no CPT -8% and GCN5L2 inh -10%.
COC(=O)c1c(NC(=O)COc2c(C)ccc(C)c2C)sc2c1CCC(C)C2 (stereo unspecified) was read as DT40 TDP1 no CPT -24% and GCN5L2 inh 1%.
Cc1ccnc(NS(=O)(=O)c2ccc(NC(=O)Cc3ccc(Cl)cc3)cc2)n1 was read as DT40 TDP1 no CPT 5% and GCN5L2 inh 2%.
`CC(C)CC1Nc2ncnc(N3CCN(c4ccccn4)CC3)c2N(Cc2ccc(Cl)cc2)C1=O` (stereo unspecified) gave TDP1 block 5%, DT40 TDP1 no CPT 23µM* and GCN5L2 inh -10%.
`COc1cc(C(=O)N(C)CCOc2ccccc2)ccc1OCC(=O)Nc1cccc(C(F)(F)F)c1` gave DT40 TDP1 no CPT 16µM* and GCN5L2 inh -4%.
`Cc1ccc(C)c(N(C(=O)c2csnn2)C(C(=O)NC2CCCC2)c2cccnc2)c1` (stereo unspecified) gave TDP1 block 2%, DT40 TDP1 no CPT -7% and GCN5L2 inh -3%.
COC(=O)c1cc(S(=O)(=O)N2CCN(C(=O)c3ccco3)CC2)cn1C was read as TDP1 block 1%, DT40 TDP1 no CPT -26% and GCN5L2 inh -18%.
`COc1ccccc1Nc1nc(N)nc(CSC(=S)N2CCCCC2C)n1` (stereo unspecified) gave TDP1 block 1%, DT40 TDP1 no CPT -19% and GCN5L2 inh -3%.
COc1ccc(-c2nn(CCC#N)cc2C=C(C#N)C#N)cc1 was read as DT40 TDP1 no CPT -9% and GCN5L2 inh -5%.
Screening CCOc1ccccc1C1CC(=O)NC(C)=C1C(=O)OC1CCCCCC1 (stereo unspecified) returned TDP1 block -4%[12.3 µM], DT40 TDP1 no CPT 16µM* and GCN5L2 inh -21%.
Cc1ccc(C)c(OCC(=O)Nc2ccc3c(c2)OCO3)c1 was read as TDP1 block 0%, DT40 TDP1 no CPT inconclusive and GCN5L2 inh -1%.
COc1ccc(C(=O)NCC(=O)N2CC=C(c3ccccc3)CC2)cc1OC was read as TDP1 block -3%[56.1 µM], DT40 TDP1 no CPT 26µM* and GCN5L2 inh -1%.
Screening O=C(Nc1ccc(Cl)c(Cl)c1)Nc1ccc(N2CCCC2)c(S(=O)(=O)Nc2ccccc2Cl)c1 returned TDP1 block 3%, DT40 TDP1 no CPT 4.1µM* and GCN5L2 inh -7%.
`COc1ccc(/C=C/c2nc3ccccc3n2C)cc1` gave TDP1 block 5%, DT40 TDP1 no CPT 8.2µM* and GCN5L2 inh -14%.
COc1ccc(CNC(=O)CN(C(=O)CCC(=O)Nc2ccccn2)c2cccc(C)c2)cc1 was read as TDP1 block 3%, DT40 TDP1 no CPT inconclusive and GCN5L2 inh -11%.
Screening CC(C)(C)NC(=O)CSc1nnc(NC(=O)CCn2cnc3ccccc3c2=O)s1 returned TDP1 block 5%, DT40 TDP1 no CPT inconclusive and GCN5L2 inh -26%.
Screening CC(C)(C)[C@H]1C=C(C(=O)NC2CC2)O[C@@H](OCc2ccc(CO)cc2)C1 returned TDP1 block 0%, DT40 TDP1 no CPT inconclusive and GCN5L2 inh 4%.
COc1ccc(NC(=O)C2C3C=CC(C3)C2C(=O)NCc2ccccn2)c(OC)c1 (stereo unspecified) was read as TDP1 block 4%[56.1 µM], DT40 TDP1 no CPT inconclusive and GCN5L2 inh -1%.
Cc1ccc2c(=O)cc(C(=O)NCCc3ccc(S(N)(=O)=O)cc3)oc2c1C was read as DT40 TDP1 no CPT -26% and GCN5L2 inh -11%.
`CCOc1ccc(S(=O)(=O)N2CCN(C(=O)c3ccc(C)c(S(=O)(=O)N4CCOCC4)c3)CC2)cc1` gave TDP1 block -4%, DT40 TDP1 no CPT 18µM* and GCN5L2 inh 1%.
Screening CCC(C)NS(=O)(=O)c1ccc(OCC(=O)NCC2CCCO2)cc1 (stereo unspecified) returned TDP1 block 6%, DT40 TDP1 no CPT 6% and GCN5L2 inh 0%.
Screening Cc1sc(NC(=O)CCS(=O)(=O)c2ccccc2)c(C#N)c1C returned DT40 TDP1 no CPT inconclusive and GCN5L2 inh -25%.
For COc1cc(C(C(=O)NC(C)(C)C)N(C(=O)CNC(=O)c2cccs2)c2ccccc2)cc(OC)c1OC (stereo unspecified) the results were TDP1 block 0%, DT40 TDP1 no CPT -17% and GCN5L2 inh -3%.
`C=CCn1c(CNC(=O)c2cccs2)nnc1SCC(=O)c1ccc(Br)cc1` gave TDP1 block 7%, DT40 TDP1 no CPT -20% and GCN5L2 inh -8%.
For O=Cc1c(N2CCC3(CC2)OCCO3)nc2ccccn2c1=O the results were TDP1 block 3%, DT40 TDP1 no CPT -11% and GCN5L2 inh 1%.
Screening CC(=O)c1c(C)[nH]c(C(=O)OC(C)C(=O)Nc2ccc(C)c(S(=O)(=O)N3CCOCC3)c2)c1C (stereo unspecified) returned TDP1 block 4%, DT40 TDP1 no CPT 29µM* and GCN5L2 inh -2%.
O=C(NCCCNC(=O)c1ccco1)c1ccc(Cl)cc1 was read as TDP1 block -14%, DT40 TDP1 no CPT -5% and GCN5L2 inh -8%.
Screening COc1cc(/C=N/Nc2snc(SC)c2C#N)cc(OC)c1OC returned TDP1 block -2%, DT40 TDP1 no CPT 1.8µM* and GCN5L2 inh -8%.
For COc1ccc(C(=O)N2c3ccc(F)cc3CCC2C)cc1OC (stereo unspecified) the results were TDP1 block 7%, DT40 TDP1 no CPT inconclusive and GCN5L2 inh -10%.
COc1ccc(-c2c3c(=O)n(C)c(=O)n(C)c3cn2-c2cc(OC)ccc2OC)cc1 was read as TDP1 block 10%, DT40 TDP1 no CPT 23µM* and GCN5L2 inh -4%.
CCc1cc(=O)oc2cc(C)cc(OC(C)C(=O)NCCN3CCOCC3)c12 (stereo unspecified) was read as TDP1 block 3%, DT40 TDP1 no CPT 0% and GCN5L2 inh -9%.
Screening CCOCCCN(C(=O)CNC(=O)c1ccco1)C(C(=O)NC1CCCC1)c1cccc(OC)c1 (stereo unspecified) returned TDP1 block -16%, DT40 TDP1 no CPT -12% and GCN5L2 inh -4%.
`Cc1cc(-c2c(C)[nH]n(-c3ccccc3)c2=O)n(-c2ccccc2)n1` gave TDP1 block 4%, DT40 TDP1 no CPT 1% and GCN5L2 inh -15%.
For Cc1ccc(Cl)cc1Nc1nn2c(=O)c3ccc(C(=O)NC4CCC(C)CC4)cc3nc2s1 (stereo unspecified) the results were TDP1 block 3%, DT40 TDP1 no CPT inconclusive and GCN5L2 inh 0%.
CCn1c(COc2cccc(C)c2)nnc1SCC(=O)N1CCCC1 was read as TDP1 block 8%, DT40 TDP1 no CPT -11% and GCN5L2 inh -13%.
For CCOC(=O)c1sc2ccccc2c1S(=O)(=O)Nc1ccc(N(C)C)cc1 the results were TDP1 block 16%, DT40 TDP1 no CPT inconclusive and GCN5L2 inh 1%.
Screening COc1ccc(N(CC(=O)NC(C)(C)C)C(=O)CCC(=O)Nc2nccs2)c(OC)c1 returned DT40 TDP1 no CPT -13% and GCN5L2 inh 1%.
For O=C(CSCc1ccc(F)cc1)N1CCN(c2ccc(Cl)cc2)CC1 the results were TDP1 block 5%, DT40 TDP1 no CPT 21µM* and GCN5L2 inh 3%.
Screening Cc1cc(C)c(S(=O)(=O)NCc2cccs2)cc1C returned TDP1 block -2%, DT40 TDP1 no CPT -3% and GCN5L2 inh -11%.
Screening COc1ccc2c(c1)cc1c(=O)n(CC(=O)NCCCOC(C)C)nc(C)n12 returned TDP1 block -3%, DT40 TDP1 no CPT 4%&-1% and GCN5L2 inh -24%&-7%.
`CN(C(=O)CSc1n[nH]c(N)n1)C1CCCCC1` gave TDP1 block -1%, DT40 TDP1 no CPT 27% and GCN5L2 inh 1%.
CC(C)(C)c1ccc(-c2noc(CNC(=O)c3ccco3)n2)cc1 was read as TDP1 block 7%, DT40 TDP1 no CPT inconclusive and GCN5L2 inh -2%.
Cc1cccc(CSc2nc(N)c(C#N)c(-c3cccs3)c2C#N)c1 was read as TDP1 block 0%, DT40 TDP1 no CPT inconclusive and GCN5L2 inh -11%.
For COc1ccccc1N1CCN(C(=O)c2c3c(nc4ccccc24)C(=O)N(C2CCCCC2)C3)CC1 the results were TDP1 block 10%, DT40 TDP1 no CPT 21µM* and GCN5L2 inh 1%.
`O=S(=O)(Cc1nnnn1-c1ccccc1)c1ccc(F)cc1` gave TDP1 block 2%, DT40 TDP1 no CPT -1% and GCN5L2 inh -2%.
`CNC(=S)N/N=C/c1ccc(N(C)C)cc1` gave TDP1 block 7%, DT40 TDP1 no CPT inconclusive and GCN5L2 inh 1%.
`COc1ccc(C(C#N)CCC2OCCO2)cc1OC` (stereo unspecified) gave TDP1 block 1%, DT40 TDP1 no CPT -15% and GCN5L2 inh -7%.

Among those listed so far, five have a tert-butyl group:
Screening CC(C)(C)NC(=O)CSc1nnc(NC(=O)CCn2cnc3ccccc3c2=O)s1 returned TDP1 block 5%, DT40 TDP1 no CPT inconclusive and GCN5L2 inh -26%.
Screening CC(C)(C)[C@H]1C=C(C(=O)NC2CC2)O[C@@H](OCc2ccc(CO)cc2)C1 returned TDP1 block 0%, DT40 TDP1 no CPT inconclusive and GCN5L2 inh 4%.
For COc1cc(C(C(=O)NC(C)(C)C)N(C(=O)CNC(=O)c2cccs2)c2ccccc2)cc(OC)c1OC (stereo unspecified) the results were TDP1 block 0%, DT40 TDP1 no CPT -17% and GCN5L2 inh -3%.
Screening COc1ccc(N(CC(=O)NC(C)(C)C)C(=O)CCC(=O)Nc2nccs2)c(OC)c1 returned DT40 TDP1 no CPT -13% and GCN5L2 inh 1%.
CC(C)(C)c1ccc(-c2noc(CNC(=O)c3ccco3)n2)cc1 was read as TDP1 block 7%, DT40 TDP1 no CPT inconclusive and GCN5L2 inh -2%.

Continued:
Cc1cccc(OCC(=O)Nc2nnc(S(=O)(=O)N3CCC(C)CC3)s2)c1 was read as DT40 TDP1 no CPT 8% and GCN5L2 inh inconclusive.
Screening CCCCn1c(SCC(=O)NCc2ccco2)nc2cc(S(N)(=O)=O)ccc21 returned TDP1 block 0%, DT40 TDP1 no CPT -2% and GCN5L2 inh -2%.
`CCC(=O)N1CCN(c2ccccc2NC(=O)COc2cc(C)ccc2C(C)C)CC1` gave TDP1 block 1%, DT40 TDP1 no CPT 23µM* and GCN5L2 inh -8%.
Screening Cc1ccsc1C(=O)N/N=C/C=C/c1ccccc1[N+](=O)[O-] returned TDP1 block 8%, DT40 TDP1 no CPT inconclusive and GCN5L2 inh -14%.

Screens: PubChem, National Center for Advancing Translational Sciences (NCATS)
